Screens (PubChem)
GRK2 aptamer HTS: compounds blocking aptamer binding on GRK2 – biochemical, human GRK2, bead flow cytometry, HTS, primary screen; inhibition of aptamer binding, % at 10 µM; Beta-adrenergic receptor kinase 1 (Homo sapiens), P25098; FAM-aptamer displacement from GRK2; hit rate 0.59% among 330,000;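 active means inhibition of aptamer binding above 40%, roughly 3 SD of noise, on plates passing a quality check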;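 further: median bead fluorescence of bound FAM aptamer so fluorescent compounds give negative values; no value below 0 was filed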
AGP1-GFP MLPCN: modulators of AGP1-GFP expression in yeast TOR pathway, primary screen, cell-based, multiplex flow cytometry, S. cerevisiae, MLPCN library. GFP response vs DMSO, % at 10 µM. AID 2066, 2009. hit rate 0.02% among 320,000. 3 h; GFP as percent of DMSO wells;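 active means GFP response relative to DMSO above a set limit, near screen average plus 3 SD, cut at about 150% in these data; inconclusive means fewer than 70 cells counted for the yeast strain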;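 further: median GFP channel fluorescence of the gated AGP1 strain per well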
MEP2 TOR yeast: modulators of MEP2-GFP levels in yeast, primary screen, S. cerevisiae, multiplex flow cytometry, MLPCN library; S. cerevisiae MEP2-GFP strain, 3 h; 100% = DMSO control level; GFP response vs DMSO, % at 10 µM; hit rate 0.51% among 330,000;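 active means GFP response versus DMSO above a set limit, roughly screen mean plus 3 SD, cut at about 180% in these data; inconclusive means fewer than 70 cells counted for a yeast strain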;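 further: median GFP fluorescence of the barcode-gated MEP2-GFP cells per well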
JMJD2C inh: inhibitors of GASC-1 histone demethylase, primary screen, biochemical, fluorescence, DELFIA europium | Lysine-specific demethylase 4C (Homo sapiens), Q9H3R0 | GST-JMJD2C(1-420) H3K9me3 demethylation | inhibition, % at 2.35 µM | hit rate 0.069% among 330,000;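 active means more than half of a compound's replicate wells show inhibition beyond 50%, single wells judged on their own value; inconclusive means some, but no more than half, of replicates pass 50% inhibition; inactive means no replicate passes 50% inhibition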;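 further: signal counts dimethyl H3K9 product captured on neutravidin plate; 0% = median of DMSO wells and 100% = 0.3 times that DMSO median; strong numbers were not always called active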
CIT2-GFP yeast: modulators of CIT2-GFP expression in yeast, primary screen, S. cerevisiae, GFP fusion, multiplex flow cytometry, MLPCN library; S. cerevisiae CIT2-GFP strain, 3 h; 100 means same as DMSO wells; GFP response vs DMSO, % at 10 µM; hit rate 0.065% among 320,000; AID 2029, 2009;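 active means GFP response relative to DMSO above a set limit, near the screen mean plus 3 SD, cut at about 150% in these data; inconclusive means Fewer than 70 cells measured for a yeast strain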;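 further: ratio of well median GFP fluorescence to mean of DMSO wells on the plate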
LAP4 TOR yeast: modulators of LAP4-GFP expression in yeast, primary screen, S. cerevisiae, multiplex flow cytometry, MLPCN library; 3 h; median GFP as percent of DMSO wells; GFP response vs DMSO, % at 10 µM; hit rate 0.34% among 320,000;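 active means GFP response vs DMSO above a set limit, about the screen mean plus 3 SD, cut at about 150% in these data; inconclusive means under 70 cell events counted for the yeast strain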
RPL19A-GFP yeast: RPL19A-GFP expression modulators in yeast, primary screen, cell-based, S. cerevisiae, multiplex flow cytometry, MLPCN. S. cerevisiae RPL19A-GFP strain, 3 h; hits give low values. percent response vs DMSO, % at 10 µM. hit rate 0.3% among 330,000;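 active means percent response vs DMSO below 50%; inconclusive means fewer than 70 events counted for the yeast strain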;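 further: median channel GFP fluorescence of the barcoded RPL19A-GFP strain; ratio of sample median GFP to plate DMSO average so 100% = DMSO; lower means less RPL19A-GFP as with rapamycin TOR inhibition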
VLA-4 inh: inhibition in human VLA-4 binding assay, primary screen, VLA-4 allosteric modulator project, MLPCN library, flow cytometry, VLA-4 expressing cells; hit rate 0.2% among 330,000; inhibition, % (about 7 µM as worked out from the volumes in the protocol); ligand binding flow cytometry; in the data active means inhibition above about 50%
Target sequence (P13612 whole entry, looked up): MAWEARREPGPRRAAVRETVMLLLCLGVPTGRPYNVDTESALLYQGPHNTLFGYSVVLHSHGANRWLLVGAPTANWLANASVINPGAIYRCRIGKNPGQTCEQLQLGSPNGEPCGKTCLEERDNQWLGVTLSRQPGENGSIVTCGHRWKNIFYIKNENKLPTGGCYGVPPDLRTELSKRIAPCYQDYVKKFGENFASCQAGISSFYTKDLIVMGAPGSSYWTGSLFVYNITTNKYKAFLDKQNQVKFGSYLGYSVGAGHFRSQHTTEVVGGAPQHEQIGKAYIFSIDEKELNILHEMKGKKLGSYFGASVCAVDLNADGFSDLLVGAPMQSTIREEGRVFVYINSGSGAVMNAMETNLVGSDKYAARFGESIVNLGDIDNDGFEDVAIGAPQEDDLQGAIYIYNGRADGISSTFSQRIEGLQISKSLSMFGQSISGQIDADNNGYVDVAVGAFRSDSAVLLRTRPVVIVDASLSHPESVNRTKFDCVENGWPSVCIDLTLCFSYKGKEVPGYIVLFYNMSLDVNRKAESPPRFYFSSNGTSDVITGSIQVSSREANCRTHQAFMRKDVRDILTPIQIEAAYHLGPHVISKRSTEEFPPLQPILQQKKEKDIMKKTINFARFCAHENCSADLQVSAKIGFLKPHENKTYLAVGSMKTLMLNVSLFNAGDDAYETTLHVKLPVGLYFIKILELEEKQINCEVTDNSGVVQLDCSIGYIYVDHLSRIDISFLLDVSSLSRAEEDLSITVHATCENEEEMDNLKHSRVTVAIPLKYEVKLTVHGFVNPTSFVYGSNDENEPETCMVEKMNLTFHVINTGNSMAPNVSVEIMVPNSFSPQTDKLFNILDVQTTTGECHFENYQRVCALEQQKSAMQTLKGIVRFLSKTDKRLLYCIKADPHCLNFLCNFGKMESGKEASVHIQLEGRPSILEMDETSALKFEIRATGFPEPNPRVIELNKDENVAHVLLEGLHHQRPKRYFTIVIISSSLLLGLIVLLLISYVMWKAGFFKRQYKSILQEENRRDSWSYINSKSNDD
Active calls of the source: *; i = inactive; ? = inconclusive; . = no result given. Rows are unselected. Share with any hit: about 1.7%.

SMILES | GRK2 aptamer HTS | AGP1-GFP MLPCN | MEP2 TOR yeast | JMJD2C inh | CIT2-GFP yeast | LAP4 TOR yeast | RPL19A-GFP yeast | VLA-4 inh
Cc1c(NC(=O)/C(C#N)=C/C2CC=CCC2)c(=O)n(-c2ccccc2)n1C (centres undefined) | 1 | 106 | 100 | 10 | 106 | 98 | 107 | -7
CCOc1ccccc1C1C(C#N)=C(N)Oc2n[nH]c(CC)c21 (centres undefined) | 1 | 100 | 107 | i | 108 | 106 | 103 | -7
COc1ccc(NS(=O)(=O)c2ccc(O)c([N+](=O)[O-])c2)cc1S(=O)(=O)N1CCCCC1 | 0 | 111 | 105 | 1 | 110 | 105 | 103 | -4
COc1ccc(C(=O)NCCCN2CCOCC2)cc1 | 2 | 101 | 107 | . | 111 | 99 | 101 | 11
CC(=O)Nc1ccc(S(=O)(=O)NC(CC(=O)N(C)Cc2ccccc2)C(C)C)cc1 (centres undefined) | 0 | 98 | 98 | 0 | 94 | 93 | 98 | 1
CCOC(=O)CSc1nnc(C)c(C)n1 | 1 | 86 | 91 | 6 | 86 | 102 | 95 | 0
CC(C)(C)NC(=O)/C(=C\c1ccccc1F)NC(=O)c1ccc([N+](=O)[O-])cc1 | 6 | 88 | 102 | -3 | 101 | 100 | 94 | 4
COC(=O)c1c(C)[nH]c(C(=O)NCc2ccco2)c1C | 0 | 102 | 98 | -4 | 96 | 103 | 97 | -5
Cc1ccc(NC(=O)COc2ccccc2C(=O)NCCc2ccccc2)cc1 | 0 | 96 | 98 | 3 | 102 | 91 | 108 | 15
CC1(C)CC(=O)C2=C(C1)c1c(ccc3ccccc13)NC2c1ccco1 (centres undefined) | 0 | 98 | 102 | -4 | 90 | 98 | 94 | 8
Nc1nonc1-c1noc(-c2ccc(Br)o2)n1 | 2 | 100 | 109 | 4 | 107 | 104 | 104 | 2
CC(=O)Nc1cccc(NC(=O)c2ccc3c(c2)CCN3S(=O)(=O)c2ccccc2)c1 | 0 | 104 | 99 | 21 | 103 | 100 | 103 | -2
CCC(C)N(C(=O)Cn1nnc2ccccc21)C(C(=O)Nc1ccc(F)cc1)c1cccc(OC)c1 (centres undefined) | 0 | 100 | 102 | 1 | 96 | 96 | 95 | 0
O=C(O)Cn1nc2ccccc2n1 | 0 | 114 | 112 | 15 | 98 | 110 | 107 | 5
CCOc1nc(NCCO)nc(Nc2ccc([N+](=O)[O-])cc2)n1 | 0 | 119 | 131 | -1 | 109 | 108 | 112 | 6
O=C(NCc1ccco1)c1cnn2c(C(F)(F)F)cc(-c3ccccc3)nc12 | 0 | 94 | 98 | 1 | 102 | 100 | 96 | 14
O=C1NC(=Nc2ccccc2)S/C1=C\c1cccn1-c1ccccc1 | 1 | 110 | 139 | 7 | 104 | 126 | 109 | 16
Cc1sc2nc(C(C)Sc3n[nH]c(N)n3)[nH]c(=O)c2c1C (centres undefined) | 0 | 101 | 104 | -6 | 110 | 106 | 101 | 8
COc1cc2c(cc1OC)CN(Cc1ccc(OC)c(C)c1OC)CC2 | 2 | 107 | 98 | 4 | 102 | 100 | 105 | 0
COc1ccc([N+](=O)[O-])cc1NS(=O)(=O)c1cc(C(=O)O)ccc1OC | 0 | 106 | 102 | 0 | 104 | 102 | 99 | 5
CCNC(=S)NNC(=O)c1cccc(Br)c1 | 0 | 106 | 101 | -2 | 109 | 91 | 99 | -6
COc1ccc(/C=C(\C#N)C(=O)OCCNC(=O)c2ccncc2)cc1 | 1 | 100 | 99 | -4 | 99 | 96 | 102 | -9
CC(=O)C1=C(C)NC(C)=C(C(C)=O)C1c1cn(-c2ccccc2)nc1-c1cccs1 | 1 | 104 | 98 | -1 | 96 | 102 | 101 | -3
COC(=O)CCC(=O)OC1(C)C(=O)C=C2C=C(C3CC3)N(C3CC3)C=C2C1=O (centres undefined) | 3 | 74 | 92 | 5 | 62 | 105 | 91 | -15
CCc1cc2c(=O)[nH]c(-c3ccncc3)nc2s1 | 2 | 99 | 101 | 3 | 102 | 98 | 103 | 6
CCCCS(=O)CC(O)COc1ccc(C(C)(C)C)cc1 (centres undefined) | 1 | 94 | 101 | -6 | 90 | 100 | 96 | 9
COc1cccc(CNCCSc2nnnn2C)c1 | 4 | 94 | 103 | -10 | 99 | 102 | 96 | -2
Cc1cc(C)c(NC(=O)C2C3/C=C\CCCCC32)c(C)c1 (centres undefined) | 3 | 95 | 94 | -3 | 84 | 111 | 94 | 19
O=C(Nc1cccc(F)c1)OC(CN1CCCCC1)C(F)(F)F (centres undefined) | 0 | 96 | 94 | 20 | 98 | 92 | 95 | 0
O=C(CSc1nccn(-c2ccc3c(c2)OCCO3)c1=O)Nc1ccccc1 | 4 | 113 | 106 | -2 | 107 | 110 | 106 | -4

By substructure, the entries above containing fluorine
SMILES | GRK2 aptamer HTS | AGP1-GFP MLPCN | MEP2 TOR yeast | JMJD2C inh | CIT2-GFP yeast | LAP4 TOR yeast | RPL19A-GFP yeast | VLA-4 inh
CC(C)(C)NC(=O)/C(=C\c1ccccc1F)NC(=O)c1ccc([N+](=O)[O-])cc1 | 6 | 88 | 102 | -3 | 101 | 100 | 94 | 4
CCC(C)N(C(=O)Cn1nnc2ccccc21)C(C(=O)Nc1ccc(F)cc1)c1cccc(OC)c1 (centres undefined) | 0 | 100 | 102 | 1 | 96 | 96 | 95 | 0
O=C(NCc1ccco1)c1cnn2c(C(F)(F)F)cc(-c3ccccc3)nc12 | 0 | 94 | 98 | 1 | 102 | 100 | 96 | 14
O=C(Nc1cccc(F)c1)OC(CN1CCCCC1)C(F)(F)F (centres undefined) | 0 | 96 | 94 | 20 | 98 | 92 | 95 | 0

(next part)
SMILES | GRK2 aptamer HTS | AGP1-GFP MLPCN | MEP2 TOR yeast | JMJD2C inh | CIT2-GFP yeast | LAP4 TOR yeast | RPL19A-GFP yeast | VLA-4 inh
Cc1ccc(C(=O)O/N=C(\c2ccccc2)c2ccncc2)cc1 | 1 | 94 | 98 | -6 | 75 | 107 | 89 | 11
Cc1nn(CCC(=O)NNC(=S)Nc2ccc(Cl)cc2)c(C)c1[N+](=O)[O-] | 4 | 90 | 92 | 3 | 71 | 80 | 87 | -6
CC(=O)c1ccc(-n2nnnc2SCC(=O)NC2CCCCC2)cc1 | 0 | 92 | 99 | -9 | 94 | 105 | 107 | -3
CCc1c(O)nc2sc3ccccc3n2c1=O | 0 | 99 | 95 | 6 | 100 | 98 | 110 | 0
C=CCOC(=O)C1C(=O)CC(C)(O)C(C(=O)OCC=C)C1c1ccc(OCC)cc1 (centres undefined) | 0 | 93 | 96 | 12 | 91 | 95 | 98 | 14
OCC#CCSc1nnc(-c2ccncc2)o1 | 2 | 103 | 93 | -2 | 100 | 91 | 96 | -4
Cc1c(OCc2ccc(C(=O)O)o2)ccc2c3c(c(=O)oc12)CCC3 | 14 | 105 | 106 | 7 | 101 | 103 | 100 | -18
Cc1noc(/C=C/c2ccco2)c1S(=O)(=O)N1CCC(C(=O)NCc2ccco2)CC1 | 0 | 97 | 99 | 8 | 92 | 93 | 96 | 2
Cc1cccc(C)c1NC(=O)C(C)Sc1n[nH]c(-c2ccncc2)n1 (centres undefined) | 1 | 109 | 108 | 6 | 114 | 101 | 106 | -3
O=C1CC(c2cccc(Br)c2)c2cc3c(cc2N1)CCC3 (centres undefined) | 1 | 106 | 154 | 2 | 96 | 135 | 91 | 30
CC(=O)Nc1ccc(S(=O)(=O)NCCc2csc(C)n2)cc1 | 2 | 97 | 102 | 0 | 103 | 92 | 103 | 4
COc1ccccc1NC(=O)CN1CCC(c2nc3ccc(C)cc3[nH]2)CC1 | 1 | 100 | 89 | -6 | 93 | 87 | 96 | 14
NC(=O)COc1ccc(Cc2ncc(C(F)(F)F)cc2Cl)cc1 | 1 | 96 | 96 | . | 96 | 97 | 99 | -1
Cc1c(NC(=O)COc2cccc(Cl)c2Cl)c(=O)n(-c2ccccc2)n1C | 0 | 95 | 98 | -6 | 94 | 99 | 98 | 17
CCOC(=O)/C=C/[C@H]1CCc2cccc(Cl)c2O1 | 0 | 94 | 85 | 7 | 91 | 100 | 92 | 0
CCN(CC(=O)N1CCN(Cc2ccccc2)CC1)S(=O)(=O)c1ccccc1 | 1 | 104 | 149 | -27 | . | 90 | 108 | 2
COc1ccc(N/C(C)=C/C(=S)Nc2ccccc2)cc1 | 2 | 104 | 102 | 0 | 101 | 105 | 101 | -426
Cc1cc(NC(=O)CSc2nnc(C)n2-c2ccccc2C)no1 | 3 | 101 | 96 | -4 | 97 | 104 | 98 | 12
S=c1[nH]nc(CCc2ccc(Cl)cc2)o1 | 2 | 90 | 85 | -1 | 91 | 113 | 105 | 7
O=C1CC(NCCC2=CCCCC2)C(=O)N1c1cccc(Cl)c1Cl (centres undefined) | 2 | 101 | 104 | ? | 105 | 112 | 100 | -6
O=C(COC(=O)c1ccc[nH]c1=O)Nc1ccc2c(c1)OC(F)(F)O2 | 1 | 106 | 98 | 10 | 91 | 98 | 98 | -8
O=C(CN1C(=O)C2(OCCCO2)c2ccccc21)NCCc1ccccc1 | 3 | 110 | 82 | 2 | 116 | 80 | 104 | -6
Cc1ccccc1C(=O)NCC(C)NC(=O)c1ccccc1C (centres undefined) | 0 | 107 | 97 | 2 | 95 | 104 | 96 | 13
C/C(CC(=O)Nc1cccc(C(F)(F)F)c1)=N\NC(=O)Cc1ccccc1 | 3 | 105 | 107 | i | 89 | 98 | 116 | -4
COC(=O)c1c(NC(=O)c2ccccc2)sc(C(=O)c2ccccc2)c1C | 2 | 96 | 103 | -10 | 97 | 103 | 96 | 14
CN1CCN(C(=S)Nc2cccc(Cl)c2)CC1 | 5 | 97 | 107 | -2 | 100 | 92 | 103 | 7
O=C(N/N=C/c1ccc2c(c1)OCCO2)c1ccncc1 | 2 | . | 92 | 1 | . | . | 103 | 3
COc1ccc(N=c2ssnc2Cl)cc1 | 0 | . | 80 | 49 | 92 | 112 | 88 | -10
O=S(=O)(Cc1ccccc1)NCCc1cccc(Cl)c1 | 4 | 103 | 106 | 13 | 98 | 98 | 104 | 6
CC(=O)N(Cc1ccc(F)cc1)C1=C(NCCc2ccccc2)C(=O)c2ccccc2C1=O | 3 | 97 | 94 | -4 | . | 82 | 102 | 9
CCOC(=O)c1cnc2c(OC)cccc2c1Oc1ccccc1 | 0 | 102 | 104 | -1 | 102 | 90 | 105 | 6
O=C(Nc1ccc(-c2nc3cccnc3s2)cc1)c1ccco1 | 0 | 84 | 94 | 9 | 80 | 123 | 99 | 7
Cc1ccc(C)c(S(=O)(=O)NCC(=O)N2CCCC2)c1 | 0 | 101 | 110 | -8 | 107 | 96 | 105 | 19
Cc1c(C(=O)OCc2ccc(F)cc2)sc2nc3n(c(=O)c12)CCC3 | 0 | 105 | 102 | 1 | 104 | 103 | 94 | -3
NC(N)=Nc1cc2ccccc2c2ccccc12 | 0 | 101 | 102 | 6 | 100 | 92 | 102 | -23
Cc1ccc(OCC(COCc2ccccc2)NC(C)C)cc1 (centres undefined) | 0 | 106 | 101 | 2 | 106 | 108 | 99 | 5
Cc1cc(C)cc(Oc2nc(-c3ccccc3)cc(C)c2S(C)(=O)=O)c1 | 3 | 103 | 100 | 2 | 101 | 105 | 99 | -10
CCC(CO)Oc1cc(NC(=O)c2ccccc2F)c2ncn(C(C)C)c2c1 (centres undefined) | 4 | 98 | 89 | -3 | 93 | 98 | 92 | -24
